# MMP-13 inhibitor: blocks human MMP13 activity. P45452. MMP-13 fTHP FRET cleavage, Mca fluorescence. inhibition, % at 4 µM. 65,000 compounds, 0.07% hits. AID 570;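 active = inhibition above the mean of compound-free control plate wells plus 3 SD, cut at about 14% in these data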;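 also: 0% = DMSO wells and 100% = wells with reference MMP-13 inhibitor after basal subtraction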
# TNAP act mid DEA: human TNAP activation, intermediate phosphate acceptor | P05186 | purified TNAP, CDP-star luminescence, 100 mM DEA, 30 min; hits give high values; scale: 0 levamisole-inhibited, 1 vehicle-only enzyme | activation factor at 20 µM | 64,000 tested, under 10 active | AID 813;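 active = activation factor of at least 2 at 20 µM, relative to controls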
# Cdc25B inh: inhibitors of human Cdc25B phosphatase; inhibition, %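 (compounds tested at 10 µM final in the well)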; AID 368; recombinant Cdc25B, OMFP fluorescence Ex485/Em525; 65,000 compounds, 0.1% hits; P30305; in the data active = inhibition above about 50%
# Target sequence (P30305 whole entry, looked up): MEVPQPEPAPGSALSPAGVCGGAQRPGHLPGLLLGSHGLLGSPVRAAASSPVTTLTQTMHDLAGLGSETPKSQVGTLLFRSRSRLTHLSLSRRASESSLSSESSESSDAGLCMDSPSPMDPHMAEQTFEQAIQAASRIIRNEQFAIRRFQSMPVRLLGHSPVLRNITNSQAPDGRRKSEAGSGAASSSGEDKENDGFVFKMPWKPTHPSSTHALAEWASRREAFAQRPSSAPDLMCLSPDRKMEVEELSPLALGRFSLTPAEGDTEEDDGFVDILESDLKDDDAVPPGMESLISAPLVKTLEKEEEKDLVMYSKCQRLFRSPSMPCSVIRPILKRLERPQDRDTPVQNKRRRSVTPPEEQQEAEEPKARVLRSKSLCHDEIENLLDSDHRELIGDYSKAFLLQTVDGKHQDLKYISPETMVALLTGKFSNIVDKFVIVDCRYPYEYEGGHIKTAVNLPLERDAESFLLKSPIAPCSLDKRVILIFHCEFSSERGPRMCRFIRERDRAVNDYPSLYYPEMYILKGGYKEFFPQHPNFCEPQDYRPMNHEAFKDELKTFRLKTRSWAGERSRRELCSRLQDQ
# ROCK2 inh: inhibitors of human Rho kinase 2 | inhibition, % at 6 µM | 60,000 compounds, 0.35% hits | purified ROCK2, Kinase-Glo ATP depletion luminescence | AID 604;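 active = inhibition above the screen-wide mean inhibition plus 3 SD, cut at about 18% in these data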;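 also: plate controls were DMSO wells for no effect and Y-27632 control wells after no-enzyme background subtraction for full effect; many of its hits are not listed in these tables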
# JNK3 blocker: inhibitors of human JNK3 kinase; AID 746; P53779; 60,000 compounds, 0.61% hits; inhibition, % at 8 µM; purified JNK3 kinase activity, HTS; in the data active = inhibition above about 17%;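 also: 0% = DMSO and 100% = reference inhibitor; many of its hits are not listed in these tables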
# PKA inh: blocks human protein kinase A activity. P17612. PKA Kemptide phosphorylation, Kinase-Glo ATP luminescence. inhibition, % at 6 µM. 65,000 compounds, 0.1% hits. AID 524;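 active = inhibition above the screen-wide mean inhibition plus 3 SD, cut at about 21% in these data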; also: many of its hits are not listed in these tables
# Jurkat tox 60K: reduces viability or proliferation of Jurkat cells; Jurkat E6.1 viability, ATP luminescence, 48 h; inhibition, % at 4 µM; 56,000 compounds, 1.2% hits; AID 463;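 active = inhibition above the mean inhibition of all tested compounds plus 3 SD, cut at about 28% in these data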
# HEK293 NFkB inh: inhibitors of the PMA/ionomycin-induced NF-kB reporter in HEK293 cells; HEK-293 NF-kB luciferase reporter, luminescence; inhibition, % at 3 µM; 62,000 compounds, 0.21% hits; AID 465;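 active = inhibition above the mean of all tested compounds plus 3 SD, cut at about 40% in these data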;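 also: 0% = stimulated DMSO wells and 100% = 10 µM reference inhibitor 5653914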
#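 System: NF-kB luciferase reporter HEK-293 cells | Replication: Single test | Control set: DMSO vs reference inhibitor | Evaluation: % inhibition | Schedule: 1 h pretreatment, 16 h stimulation, 37 °C | Probe or stimulus: PMA with ionomycin | Compound dosing: One dose, 3 µM | Detection: Luciferase luminescence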
# DUSP1 inh: human dual specificity phosphatase 1 inhibition; recombinant MKP-1, OMFP hydrolysis fluorescence; inhibition, %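 (compounds tested at a single concentration somewhere between 10 and 100 µM)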; P28562; AID 374; 65,000 compounds, 0.15% hits;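 active = inhibition above about 50%, limit read from the data; inconclusive = inhibition over screen mean plus 3 SD, below that limit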;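 also: 0% = DMSO max control wells and 100% = wells with enzyme stopped by NaOH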
# Target sequence (P28562 whole entry, looked up): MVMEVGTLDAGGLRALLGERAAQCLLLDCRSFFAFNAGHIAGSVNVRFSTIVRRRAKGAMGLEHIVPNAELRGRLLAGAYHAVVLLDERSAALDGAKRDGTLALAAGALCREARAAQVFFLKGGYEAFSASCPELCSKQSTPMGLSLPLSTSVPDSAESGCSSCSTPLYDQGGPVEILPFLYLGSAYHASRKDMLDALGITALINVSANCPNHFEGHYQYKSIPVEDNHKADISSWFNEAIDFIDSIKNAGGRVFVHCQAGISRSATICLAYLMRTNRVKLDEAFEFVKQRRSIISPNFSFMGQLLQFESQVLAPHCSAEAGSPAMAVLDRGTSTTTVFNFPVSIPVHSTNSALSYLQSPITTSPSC
# Starred values were filed as active, the others as inactive; ? = inconclusive; . = no result given.
1: O=c1cc(CO)oc(CN2CCN(c3ccccc3)CC2)c1O
2: Cc1ccc(S(=O)(=O)NCCC(=O)OCn2nnc3ccccc3c2=O)cc1
3: CCn1c2ccccc2c2cc(NC(=O)C3CCN(S(=O)(=O)c4cccs4)CC3)ccc21
4: COc1ccccc1-c1noc(-c2ccco2)n1
5: O=C(NCc1ccc2c(c1)OCO2)c1ccc2c(c1)C(=O)N(CC1CCCO1)C2=O (configuration not stated)
6: Cc1c(Nc2nc3ccccc3nc2N2CCN(c3ccccc3)CC2)c(=O)n(-c2ccccc2)n1C
7: Cc1ccc(S(=O)(=O)N2CCC(C(=O)N[C@@H](C)C(=O)NC3CCCCC3)CC2)cc1
8: CCC(C)(C)n1nnnc1C(c1ccc(N(C)C)cc1)N1CCN(C2CCCCC2)CC1 (configuration not stated)
screen / no.	1	2	3	4	5	6	7	8
MMP-13 inhibitor	0	-8	9	0	4	3	5	0
TNAP act mid DEA	.	0.9	1	0.9	1.1	0.9	0.9	1.1
Cdc25B inh	6	2	10	-4	-6	8	-17	-9
ROCK2 inh	-8	3	.	-2	-3	8	.	-2
JNK3 blocker	-7	-2	.	0	-2	5	.	9
PKA inh	-7	0	10	4	6	9	10	-8
Jurkat tox 60K	9	2	.	-5	3	-4	.	-1
HEK293 NFkB inh	25	14	-42	-28	15	5	16	-2
DUSP1 inh	16	-6	7	-9	5	10	12	1

9: Cc1ccc(C2C(C#N)=C(N)Oc3n[nH]c(-c4cccs4)c32)s1 (configuration not stated)
10: Cc1ccc(Nc2nc(=O)c3cccnc3s2)cc1
11: O=C(CSc1nc2ccsc2c(=O)n1NC(=O)c1ccccc1)NCc1ccco1
12: COC(=O)c1ccccc1COn1c(=O)c(C)[n+]([O-])c2ccccc21
13: COc1cc(OC)nc(NC(=O)C(C)C)n1
14: CCN(CC)CCN1C(=O)C(O)=C(C(=O)c2cccs2)C1c1ccccn1 (configuration not stated)
15: CCc1nc(SCC(N)=O)c2c(=O)n(C)c(=O)n(C)c2n1
16: CCCCCCNS(=O)(=O)c1ccc(OC)c(OC)c1
screen / no.	9	10	11	12	13	14	15	16
MMP-13 inhibitor	2	0	6	-5	-1	4	6	-10
TNAP act mid DEA	0.9	0.8	1	0.9	0.9	0.9	0.9	1
Cdc25B inh	-6	-6	-11	-5	-10	-7	-6	-1
ROCK2 inh	6	-5	.	4	2	-4	3	5
JNK3 blocker	6	0	.	5	-3	0	8	-1
PKA inh	9	-2	5	-4	3	8	7	5
Jurkat tox 60K	2	9	.	-7	-2	.	-3	-4
HEK293 NFkB inh	9	-16	20	9	8	.	12	6
DUSP1 inh	-13	18	-3	-7	4	-8	-2	2

17: CCOc1ccc(C(=O)N2CCC(C(=O)c3ccc4c(c3)OCCO4)CC2)cc1
18: CN1CCN(CC#CCC(O)(c2ccccc2)C2CCCC2)CC1 (configuration not stated)
19: CCOCCCNC(=O)C1CCN(S(=O)(=O)c2c(C)noc2/C=C\c2ccc(OC)cc2)CC1
20: Cc1nnc(N2CCCCC2)c2ccccc12
21: COc1cccc(OCC(O)CN2C(C)CCCC2C)c1 (configuration not stated)
22: COc1cc2c(cc1OC)C(c1cc3cc(OC)c(OC)cc3[nH]c1=O)N(C(=O)C1CC1)CC2 (configuration not stated)
23: CC(=O)OCC(=O)[C@@]12OC3(CCCC3)O[C@@H]1C[C@H]1[C@@H]3CCC4=CC(=O)C=C[C@]4(C)[C@@]3(F)[C@@H](O)C[C@@]12C
24: C=CCOc1nc2c(c(=O)n(Cc3ccc(Cl)cc3)c(=O)n2C)n1C
screen / no.	17	18	19	20	21	22	23	24
MMP-13 inhibitor	5	2	-4	0	4	-14	-4	-2
TNAP act mid DEA	0.9	0.8	0.9	0.9	0.9	1	0.9	0.8
Cdc25B inh	15	-8	22	13	4	7	-11	24
ROCK2 inh	-2	.	-7	0	0	4	0	6
JNK3 blocker	-1	.	-2	-5	-4	-1	0	-2
PKA inh	-2	-6	-8	-6	-2	12	-6	5
Jurkat tox 60K	7	.	2	.	0	-2	.	.
HEK293 NFkB inh	22	22	16	.	14	14	.	.
DUSP1 inh	13	2	22	-27	3	30	13	-14

25: CCOc1ccc(N2CC(C(=O)Nc3ccc(F)cc3F)CC2=O)cc1 (configuration not stated)
26: Cc1cc(C(=O)CSc2nnc(-c3ccco3)o2)c(C)n1-c1ccc2c(c1)OCCO2
27: CCOC(=O)c1ccccc1NC(=O)c1ccccc1NS(C)(=O)=O
28: COC(=O)c1ccc(NC(=O)Cc2ccccc2)cc1
29: CCN1C(=O)c2ccccc2S(=O)c2ccc(C(=O)N3CCN(C(=O)c4ccco4)CC3)cc21 (configuration not stated)
30: Cc1ccc(N2CC(C)Cn3c2nc2c3c(=O)n(CC(=O)OCc3ccccc3)c(=O)n2C)cc1C (configuration not stated)
31: CCCn1c(=O)c2ccccc2n2c(SCc3nc4ccccc4s3)nnc12
32: CCCOc1ccc(-c2nnn(CC(=O)Nc3cccc(C(=O)OC)c3)n2)cc1
screen / no.	25	26	27	28	29	30	31	32
MMP-13 inhibitor	6	-2	2	-2	-11	7	2	6
TNAP act mid DEA	1	0.9	0.9	0.9	1	0.9	0.9	1
Cdc25B inh	-14	-6	-6	-6	-9	-4	-4	-1
ROCK2 inh	.	5	0	-7	4	-6	9	-1
JNK3 blocker	.	5	-3	0	5	-6	-4	-1
PKA inh	10	7	2	-1	1	0	15	-3
Jurkat tox 60K	.	11	-2	2	2	0	0	-4
HEK293 NFkB inh	14	10	10	-12	3	17	-10	2
DUSP1 inh	2	37	17	-2	2	9	-9	15

33: CSc1ccc(S(=O)(=O)Nc2ccc(NC(C)=O)cc2)cc1
34: CCOC(=O)Cc1nn(C)c(=O)c2ccccc12
35: CNC(=O)c1ccsc1NC(=O)CN1C(=O)CCC1=O
36: Cc1nc(N)sc1Cc1ccc2c(c1)OCO2
37: O=C(c1ccc(Br)o1)N1CCN(c2ccccc2F)CC1
38: Cc1cc(NC(=O)C(C)(C)C)no1
39: COc1cc2c(=O)n(CC3CCCO3)c(=O)n(CC(=O)Nc3cccc(Cl)c3)c2cc1OC (configuration not stated)
40: COCCN1C(=O)c2oc3ccccc3c(=O)c2C1c1ccc(OC)c(OC)c1 (configuration not stated)
screen / no.	33	34	35	36	37	38	39	40
MMP-13 inhibitor	6	-1	2	1	1	-5	-19	1
TNAP act mid DEA	1	1.1	0.8	0.9	1	0.9	1	0.9
Cdc25B inh	0	12	-10	-6	-8	-12	-6	-11
ROCK2 inh	8	-3	3	2	3	2	-3	3
JNK3 blocker	3	-2	12	-1	2	2	0	0
PKA inh	11	2	1	18	2	4	-1	7
Jurkat tox 60K	-6	16	-1	-3	-2	-1	8	-2
HEK293 NFkB inh	12	17	17	25	8	10	16	11
DUSP1 inh	12	2	-4	23	-3	7	?	1

# Along the list, quoted from above:
# Entries 33 to 40 in HEK293 NFkB inh: 12, 17, 17, 25, 8, 10, 16, 11
# Entries 33 to 40 in TNAP act mid DEA: 1, 1.1, 0.8, 0.9, 1, 0.9, 1, 0.9

# Some of the entries so far, with bars between the fields:
nr | Structure | MMP-13 inhibitor | TNAP act mid DEA | Cdc25B inh | ROCK2 inh | JNK3 blocker | PKA inh | Jurkat tox 60K | HEK293 NFkB inh | DUSP1 inh
5 | O=C(NCc1ccc2c(c1)OCO2)c1ccc2c(c1)C(=O)N(CC1CCCO1)C2=O (configuration not stated) | 4 | 1.1 | -6 | -3 | -2 | 6 | 3 | 15 | 5
6 | Cc1c(Nc2nc3ccccc3nc2N2CCN(c3ccccc3)CC2)c(=O)n(-c2ccccc2)n1C | 3 | 0.9 | 8 | 8 | 5 | 9 | -4 | 5 | 10
7 | Cc1ccc(S(=O)(=O)N2CCC(C(=O)N[C@@H](C)C(=O)NC3CCCCC3)CC2)cc1 | 5 | 0.9 | -17 | . | . | 10 | . | 16 | 12
8 | CCC(C)(C)n1nnnc1C(c1ccc(N(C)C)cc1)N1CCN(C2CCCCC2)CC1 (configuration not stated) | 0 | 1.1 | -9 | -2 | 9 | -8 | -1 | -2 | 1

# (cont.)
41: OC(COc1ccc2ccccc2c1)CN1CCCC1 (configuration not stated)
42: Cc1cccc(-c2nc(CSCC(=O)N3CCN(Cc4ccc5c(c4)OCO5)CC3)c(C)o2)c1
43: CN(CC(=O)NCc1cccc(F)c1)C(=O)c1ccco1
44: CN(C)CCN(Cc1ccccc1)c1ccccn1
45: CC[N+](C)(C)Cc1ccccc1Br
46: COCCSc1nnc(NS(=O)(=O)Cc2ccccc2)s1
47: COC(=O)c1[nH]c2cc(OC)ccc2c1NC(=O)CN1CCOCC1
48: CCOC(=O)c1ccc(NC(=O)CN2CCc3ccccc3C2)cc1
screen / no.	41	42	43	44	45	46	47	48
MMP-13 inhibitor	6	-33	-3	-7	-1	1	-4	0
TNAP act mid DEA	0.9	0.8	1	0.9	0.9	0.9	0.8	0.7
Cdc25B inh	-18	-19	3	-9	-15	-6	12	-4
ROCK2 inh	-3	6	0	-13	0	5	-2	-2
JNK3 blocker	0	-10	-3	-5	5	5	-4	-5
PKA inh	-6	4	5	-9	-7	3	2	-3
Jurkat tox 60K	5	6	1	.	.	1	4	2
HEK293 NFkB inh	13	13	-14	.	.	20	14	-10
DUSP1 inh	3	4	-7	-7	-8	12	-8	15

49: O=C(O)CCCNCc1ccccc1F
50: CC1(C)Cc2ccccc2-c2nnc(SCC(=O)N3CCN(c4ccccc4)CC3)n21
51: CSc1oc(-c2ccco2)nc1S(=O)(=O)c1ccc(Br)cc1
52: C=CCc1ccccc1OCC(O)Cn1ccnc1C (configuration not stated)
53: Cc1noc(C)c1S(=O)(=O)N1CCC(C(=O)N(C)Cc2ccccc2)CC1
54: C=CCOC(=O)c1sc(NC(=O)c2ccco2)nc1C
55: OC(c1ccc2c(c1)OCO2)c1nccc2ccccc12 (configuration not stated)
56: O=C(CCC1COc2ccccc2O1)N1CCCC1 (configuration not stated)
screen / no.	49	50	51	52	53	54	55	56
MMP-13 inhibitor	3	-2	-4	-2	3	-6	1	0
TNAP act mid DEA	0.9	0.9	1	0.9	1	1	0.9	0.8
Cdc25B inh	-4	-7	0	-6	1	-9	7	-10
ROCK2 inh	.	1	1	2	.	1	-6	-1
JNK3 blocker	.	1	1	5	.	-3	-4	7
PKA inh	-6	4	7	-3	7	6	8	-1
Jurkat tox 60K	.	10	-6	5	.	-2	1	-3
HEK293 NFkB inh	22	13	6	8	17	-8	9	17
DUSP1 inh	8	-17	5	13	15	-4	1	2

57: Cc1ccc(-c2nc(-c3ccccc3)no2)c(Cl)c1
58: O=C(CCC(=O)OCC(=O)c1ccccc1)NC1CCCCC1
59: N#CC1=C(N)Oc2c(oc(CO)cc2=O)C1c1cccs1 (configuration not stated)
60: CCOC(=O)CNC(=O)c1cn(CC)c(=O)c2cc(OC)c(OC)cc12
61: O=C(COc1nc2ccccc2nc1N1CCOCC1)N1CCc2ccccc21
62: Cc1cccc2cc(CN(Cc3ccco3)C(=O)c3cccs3)c(=O)[nH]c12
63: Cc1ccc(N2CC(C(=O)NCc3ccccn3)CC2=O)cc1 (configuration not stated)
64: CCOc1ccccc1NC(=O)c1ccc2nccnc2c1
65: COc1ccc(-c2nc(C(N)=O)c3[nH]c(=O)n(-c4ccccc4OC)c3n2)c(OC)c1
screen / no.	57	58	59	60	61	62	63	64	65
MMP-13 inhibitor	-8	3	1	-2	2	-4	0	3	-4
TNAP act mid DEA	0.9	0.9	0.8	0.9	1	1	1	0.9	1
Cdc25B inh	-6	-3	-3	-11	2	2	-7	-7	-11
ROCK2 inh	3	6	4	.	4	1	8	0	3
JNK3 blocker	-3	1	6	.	-4	4	-6	-7	-6
PKA inh	4	7	8	-3	10	2	8	5	-1
Jurkat tox 60K	-2	0	-1	.	-2	-1	-6	3	0
HEK293 NFkB inh	24	8	4	17	10	10	7	11	9
DUSP1 inh	0	-6	7	4	12	-5	10	-25	2

# Assay outcomes as filed in PubChem.
